Ecoli viability: counter-screen for AddAB inhibitors: E. coli growth inhibition; E. coli V3065 growth, OD600 absorbance, 18 h; inhibition, % at 11.9 µM; actives 0.27% (n = 330,000);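 active means inhibition above the campaign's mean inhibition across all tested compounds plus 3 SD, cut at about 9.9% in these data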;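 further: uninfected addAB+ strain grown without phage in ampicillin broth; 0% = DMSO wells and 100% = ciprofloxacin 0.95 µg/ml wells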
CDK5 inh: CDK5/p35 (human) kinase inhibition; Q00535+Q15078; Recombinant CDK5/p35, ADP-Glo luminescence, 60 min; inhibition, % at 10 µM; actives 0.01% (n = 330,000); AID 488839;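 active means highest replicate inhibition of at least 50% and at least 75% of replicates reaching 50%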;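 further: plate controls were DMSO neutral control for no effect and GW8510 at 10 µM for full effect; many of its hits are not listed in these tables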
Tat transport: inhibitors of E. coli Tat protein transport; actives 0.036% (n = 340,000); inhibition, % at 10 µM; E. coli MC4100 TorA-mCherry Tat export, fluorescence;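 active means mean replicate inhibition at least 50% and at least half of replicates individually reaching 50%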;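 further: exported cargo escapes ClpAP degradation while cytoplasmic cargo is degraded and loses fluorescence; 0% = median of neutral control wells and 100% = median of NaSCN control wells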
HTR5A inv ag: HTR5A inverse agonism, opioid heterodimer counter-screen | AID 504634 | HTR5A cell line, luminescence | actives 0.083% (n = 340,000) | inhibition, % at 9.3 µM; in the data active means inhibition mostly above about 23%, no sharp cut-off; inactive means mostly below about 18%;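 further: 0% = cells with DMSO and 100% = no-cell wells with DMSO; some compounds called inactive have numbers as strong as hits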
phage Ecoli inh: E. coli growth loss with phage present. growth absorbance. inhibition, % at 11.9 µM. actives 0.26% (n = 360,000). AID 651602; in the data active means inhibition above about 11%
PKA-R1A act: activates the PKA-R1A holoenzyme complex | P00514+P68181 | PKA-R1A dissociation, Cy5-IP20 fluorescence polarization; scaled: DMSO 0%, 113 µM cGMP 100% | activation, % at 11.4 µM | actives 0.083% (n = 340,000) | AID 504707;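 active means percent activation above the mean of all tested compounds plus 3 SD, cut at about 19% in these data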;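 further: higher means more PKAc released from R1A so a rise in polarization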
PKA-R2B act: activates the human PKA-R2B holoenzyme complex. actives 0.079% (n = 340,000). activation, % at 11.4 µM. PKA-R2B holoenzyme dissociation, Cy5-IP20 fluorescence polarization; R2B truncated from residue 108, S112A mutant; 0% DMSO only, 100% 113 µM cGMP. AID 504700;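 active means activation above a cutoff set at the mean over all compounds plus 3 SD, cut at about 18% in these data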;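 further: higher means more holoenzyme dissociation and a rise in polarization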
HTR5A ag: counter-screen for OPRM1-OPRD1 agonists: human HTR5A agonism; P47898; HTR5A agonist assay, luminescence, cell-based; activation, % at 9.3 µM; actives 0.61% (n = 340,000); in the data active means activation mostly above about 9.5%, no sharp cut-off; inactive means mostly below about 7.6%;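 further: 0% = cells with vehicle only and 100% = reference agonist; strong numbers were not always called active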
AddAB inh: less growth of phage-infected E. coli with AddAB; E. coli expressing H. pylori AddAB, absorbance growth; inhibition, % at 11.9 µM; actives 0.29% (n = 330,000); in the data active means inhibition above about 12%;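 further: 0% = vehicle wells of infected cells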
Mot1-301 SUMO: inhibitors of SUMOylation pathway: yeast Mot1-301 growth rescue. actives 1% (n = 320,000). growth rescue, % at 18.8 µM. S. cerevisiae Mot1-301 growth rescue, ATP luminescence, 38.5C; percent above DMSO median, 100 means doubled;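 active means every valid replicate shows activation above 250% relative to neutral control wells; inactive means the rest, any valid replicate at or below 250%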;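 further: OY570 slx delta 5 strain wells were the positive control but not used for scaling; some compounds called inactive have numbers as strong as hits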
DAGLB inh: diacylglycerol lipase beta (human) inhibition. Q8NCG7. HEK293T DAGLB membrane lysate, EnzChek fluorogenic substrate. inhibition, % at 5.17 µM. actives 0.059% (n = 340,000); in the data active means inhibition above about 34%;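 further: 0% = enzyme with vehicle and 100% = wells lacking enzyme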
Target sequence (Q8NCG7 whole entry, looked up): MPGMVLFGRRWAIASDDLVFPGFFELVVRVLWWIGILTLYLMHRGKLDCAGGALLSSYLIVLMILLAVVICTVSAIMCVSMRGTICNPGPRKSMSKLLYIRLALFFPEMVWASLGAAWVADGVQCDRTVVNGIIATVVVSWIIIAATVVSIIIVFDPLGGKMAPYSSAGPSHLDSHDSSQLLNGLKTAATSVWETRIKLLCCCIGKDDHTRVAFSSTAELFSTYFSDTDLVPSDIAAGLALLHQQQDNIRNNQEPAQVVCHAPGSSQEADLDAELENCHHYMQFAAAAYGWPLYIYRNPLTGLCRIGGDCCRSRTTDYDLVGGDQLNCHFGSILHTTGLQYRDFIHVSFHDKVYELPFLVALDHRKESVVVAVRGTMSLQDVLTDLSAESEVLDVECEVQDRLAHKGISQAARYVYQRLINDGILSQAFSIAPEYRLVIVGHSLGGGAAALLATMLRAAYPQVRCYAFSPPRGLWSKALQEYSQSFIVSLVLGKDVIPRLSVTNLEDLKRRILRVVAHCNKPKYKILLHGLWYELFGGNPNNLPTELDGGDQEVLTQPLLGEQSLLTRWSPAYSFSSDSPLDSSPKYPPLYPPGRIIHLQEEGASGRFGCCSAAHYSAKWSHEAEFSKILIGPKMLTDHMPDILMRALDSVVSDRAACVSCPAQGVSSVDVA
The depositor's hits bear a star; . = no result given; & = joins results of further samples.

SMILES	Ecoli viability	CDK5 inh	Tat transport	HTR5A inv ag	phage Ecoli inh	PKA-R1A act	PKA-R2B act	HTR5A ag	AddAB inh	Mot1-301 SUMO	DAGLB inh
CC(=O)Nc1n[nH]c(-c2ccc(C)cc2)c1C	2.3	-0.8	2	-11	3.2	-10	0	4	0.4	-10	0
Cc1cc(=O)oc2cc(OCC(=O)N/N=C/c3ccccc3O)ccc12	-5.0	-2.1	-6	-3	-0.9	4	0	-3	2.8	-7	-1
N#CCC(=O)Nc1ccccc1C(=O)O	0.1	1.5	-4	11	1.1	3	1	3	4.1	-2	-2
Cc1ccc(C(=O)c2nccn2C)cc1C	0.8	-0.3	-3	-5	3.1	9	-3	2	2.8	153	-1
CC(=O)c1ccc(NC(=O)C(C)NCc2ccc(Cl)cc2)cc1 (stereo unspecified)	2.0	2.2	2	0	4.4	2	-12	0	3.5	486	2
Cc1ccc(-c2csc(NC(=O)CN3CC(C)OC(C)C3)n2)cc1 (stereo unspecified)	-3.4	-0.4	-1	2	-2.7	0	1	-1	-1.8	4	-7
O=C(Nc1ccccc1C(=O)Nc1nnc(C(F)(F)F)s1)c1ccccc1	3.3	1.0	-6	-18	2.8	5	8	1	5.7	-7	6
Cc1ccccc1NC(=O)CCn1c(=O)oc2ccccc21	1.5	2.5	1	12	3.5	-10	-1	0	1.5	7	-5
O=C(NCc1ccccc1Br)c1ccco1	0.3	0.7	-3	-7	1.2	-4	-10	2	0.4	10	0
O=C(NC(=S)Nc1cnc2ccccc2c1)c1ccccc1	-0.4	0.8	-13	6	2.5	-13	-3	-4	-0.3	1	-5
NC(=O)c1cccc2cc3ccccc3cc12	4.4	1.3	-1	-4	2.2	-4	-13	2	2.9	625*	-1
O=C(NCCCN1CCOCC1)C1CCC(=O)N1CCc1ccccc1 (stereo unspecified)	-1.2	-0.9	4	-7	-0.1	0	-7	2	1.9	408*	-3
C[C@H]1CN([C@@H](C)CO)C(=O)c2cccc(NC(=O)c3cnccn3)c2O[C@@H]1CN(C)C(=O)Nc1ccc2c(c1)OCO2	2.4	-0.2	1	-18	1.8	7	0	6	4.9	-16	0
COc1ccccc1C(=O)C1Nc2ccccc2-c2nnc(SC)nc2O1 (stereo unspecified)	1.6	-0.6	0	-4	2.2	1	1	2	6.1	577	3
Cc1ccccc1NC(=S)N(CCN(C)C)C(C)c1cccnc1 (stereo unspecified)	-0.1	-0.3	-4	0	0.9	0	0	0	0.5	-9	1
CN1CCN(CC#CC2(O)CCCCC2)CC1	-1.4	7.4	3	-6	2.2	-11	4	3	0.1	-22	3
O=C(O)c1ccc(S(=O)(=O)NC2CC2)cc1	1.1	-0.1	-8	-7	5.2	-10	4	2	-0.5	-14	-1
CCOCCOC(=O)c1[nH]c2c(c1C)C(=O)CC(c1cccs1)C2 (stereo unspecified)	-1.9	1.1	2	-26	1.7	-4	-16	9	0.3	13	-2
COc1ccc(S(=O)(=O)N2CCN(C3CCCCCCC3)CC2)cc1	-2.9	-1.4&-5.2	2&35	-6	1.7&4.0	-12	-6	7	-0.3	-3	-11
COc1ccc(C(=O)N2CCN(CCc3ccccn3)CC2)cc1	0.0	0.1	6	11	-2.1	6	0	-3	-0.7	59	-4
CCCCCn1c(=O)[nH]c2cc(C(=O)NCCCN3CCC(C)CC3)ccc2c1=O	1.9	0.2	-3	-22	-0.6	-2	1	0	2.2	8	1
O=C(Nc1ccc(CN2CCOCC2)cc1)c1cccs1	-2.6	0.1	-4	4	0.4	5	-2	1	-3.1	-10	2
Cc1cc(=O)oc2cc(OC(C)C(=O)NC3CCCC3)ccc12 (stereo unspecified)	0.8	2.1	1	-9	2.7	-2	-6	2	2.5	-27	-1
CCC(=O)Nc1nonc1-c1nc2ccccc2n1Cc1ccc(Cl)c(Cl)c1	.	-0.6	0	-10	.	-19	-5	3	.	.	0
N=c1n(CCOc2ccccc2)c2ccccc2n1CCN1CCOCC1	-0.1	-0.1	-4	.	2.4	-2	-3	.	2.9	17	-1

Next part
SMILES	Ecoli viability	CDK5 inh	Tat transport	HTR5A inv ag	phage Ecoli inh	PKA-R1A act	PKA-R2B act	HTR5A ag	AddAB inh	Mot1-301 SUMO	DAGLB inh
COC(=O)c1ccccc1NC(=O)Cc1ccccc1OC	-2.9	-1.2	6	-38	2.5	5	-4	1	1.9	.	-1
CC(Sc1nc(-c2ccccc2)cc(C(F)(F)F)n1)C(=O)N1CCCC1 (stereo unspecified)	-0.3	1.0	-3	2	1.3	1	-2	-1	-0.9	3	-1
CCOC(=O)N1CCN(c2c(NCCCN(C)c3ccccc3)c(=O)c2=O)CC1	-0.9	-1.5	1	24	1.1	3	1	-8	0.9	4	2
COc1ccc(C(=O)NC(=S)SCC(=O)O)cc1	-2.8	-1.9	2	-7	1.1	-6	-4	-3	2.9	20	0
CN1CCN(C2=Cc3ccccc3Sc3cc(F)c(F)cc32)CC1	-0.9	0.4	-3	-26	0.8	-1	1	3	0.3	1	1
CCOc1ccc(NS(=O)(=O)c2cc(Cl)ccc2OC)cc1	3.2	-0.8	-1	-33	1.4	0	-7	3	0.4	-20	1
CCOC(=O)N/N=C(\c1ccccc1)C(O)c1ccccc1 (stereo unspecified)	1.3	-1.8	5	-15	1.4	-9	-6	6	4.8	-24	1
C[C@H](NC(=O)c1nc[nH]c1C(=O)N1CCc2ccccc2C1)c1ccccc1	-0.5	1.6	-8	4	2.4	-8	-5	5	0.1	16	-4
Cc1nc2ccc(NC(=O)c3cc(S(=O)(=O)N4CCOCC4)ccc3C)cc2s1	0.7	-0.5	3	-28	2.9	4	-2	10	-1.1	3	-5
Cc1nc(SCC(=O)NC2CCS(=O)(=O)C2)c2c(C)c(C)sc2n1 (stereo unspecified)	3.9	-0.5	-8	11	1.6	-5	2	-5	3.3	.	-1
O=C(CCCOC(=O)c1ccc(O)cc1)c1ccccc1	0.8	0.4	5	5	4.1	7	2	-1	1.7	42	-4
C#Cc1cccc(NC(=O)c2ccc3c(c2)C(=O)N(Cc2cccnc2)C3=O)c1	-0.9	-3.0	-4	2	2.3	0	-8	0	1.1	4	0
CC1(C)CN=c2s/c(=C\c3ccc(Cl)cc3)c(=O)n2C1	2.1	-0.1	-4	2	2.9	-9	6	2	2.4	36	3
CC1=C(Nc2ccc(C(=O)O)cc2)C(=O)c2ccccc2C1=O	0.0	0.0	-6	23	3.1	-7	-5	-6	0.9	3	5
O=C(/C=C/c1ccccc1)N/C(=C\c1ccco1)C(=O)O	-4.8	-3.4	8	16	5.0	-10	3	2	2.2	-8	0
CC(=O)C1C(c2ccc3ncccc3c2)NC(=O)NC1(O)C(F)(F)F (stereo unspecified)	-1.7	0.2	-3	-26	1.4	-2	6	0	0.9	3	-3
CC(=O)c1cc(C(=O)Nc2ccc3ccccc3c2)c(C)o1	-0.8	-0.3	-5	-7	0.1	-9	-14	3	3.4	86	-2
C=CCNC(=O)c1ccc(-c2ccc([N+](=O)[O-])cc2)o1	2.1	-6.8	11	23	3.2	-9	-10	0	-1.0	6	2
Cc1ccc(C(=O)N2CCN(C3c4cccc5cccc(c45)C3NS(=O)(=O)c3ccccc3)CC2)cc1 (stereo unspecified)	2.7	-0.2	4	-14	0.7	1	-10	5	4.1	-6	-3
CCCc1cc(=O)oc2cc(OCc3nn[nH]n3)ccc12	1.0	-5.3	16	7	-0.3	-2	-4	4	2.8	-25	1
CCCOC(=O)c1ccc(NC(=O)/C=C/c2cccs2)cc1	1.2	1.2	15	13	3.1	-4	-8	11*	1.5	15	-6
COc1ccc(OC)c(NC(=O)CCCc2ccccc2)c1	-2.1	-3.6	-4	-26	-0.2	-1	5	10	4.3	-9	-2
CCOC(=O)c1c(N=CN(C)C)c2cc([N+](=O)[O-])cnc2n1C	3.5	-2.5	1	-7	0.8	0	-3	2	3.9	-17	2
Cc1cc(C)c2c(C)nn(-c3ccccc3)c2n1	-3.0	-1.2	-4	-2	3.7	3	3	10	0.3	104	-7
COC(=O)CCC(=O)NC(=S)Nc1sc(C)c(C)c1C(N)=O	-0.6	-0.2	-7	16	0.4	-11	-10	1	1.2	-25	3

(more compounds)
SMILES	Ecoli viability	CDK5 inh	Tat transport	HTR5A inv ag	phage Ecoli inh	PKA-R1A act	PKA-R2B act	HTR5A ag	AddAB inh	Mot1-301 SUMO	DAGLB inh
COc1ccccc1N(CC1CO1)S(=O)(=O)c1ccccc1 (stereo unspecified)	-2.3	-1.1	-7	-8	2.5	0	2	3	2.2	-11	1
COc1cc(OC)c(NC(=O)CC(=O)Nc2cc(Cl)c(OC)cc2OC)cc1Cl	-1.3	1.8	-1	-6	0.0	-4	-6	5	1.7	75	2
Cc1cc(/C=C2\SC(=S)NC2=O)c(C)n1-c1ccc(O)cc1	-1.2	-1.3	-1	1	1.4	-4	8	-11	0.7	25	9
O=C1C=C(c2ccccc2)OC2(CCCC2)O1	-2.2	-1.3	-4	1	3.4	-9	8	-1	-0.2	-13	-2
O=C(CN1C(=O)NC2(CCCCCC2)C1=O)Nc1ccccc1[N+](=O)[O-]	1.7	-2.0	5	6	5.6	-3	-5	-1	1.4	12	1
Cc1cc(C)cc(NC(=S)NC(=O)Cc2ccccc2)c1	-2.5	0.9	2	-17	2.1	0	5	4	1.6	10	-16
Cc1cc([N+](=O)[O-])nn1CC(=O)NCc1cccs1	0.7	-0.9	-3	9	1.1	6	1	3	5.1	2	1

Hits appear at their usual frequency; about 2.3% have a hit in one of these screens.
